Screening results from PubChem BioAssay.
Pin1 inh – qHTS Assay to Find Inhibitors of Pin1; Pin1 FP peptide displacement, HiFluor488, 10 min; Potency, µM (titrated, usually from 115 µM), without a hit: at the top dose activity, negative = inhibition, most hits filed as inhibitors; 390,000 compounds, 0.009% hits; AID 504891, 2011; active = well fitted inhibition curve with a large enough effect in the polarisation, with a control signal flat, not every such curve was filed as active; inconclusive = small, poorly fitted or top-dose-only effect, or effect the other way, or a change in a side signal; inactive = no such curve, though single readings can be large or run the other way; the % refers to the polarisation; note: potency is the fitted concentration of half-maximal effect; % is set by controls: 0 for no effect and ±100 for the full control effect
Target sequence (Q13526 whole entry, looked up): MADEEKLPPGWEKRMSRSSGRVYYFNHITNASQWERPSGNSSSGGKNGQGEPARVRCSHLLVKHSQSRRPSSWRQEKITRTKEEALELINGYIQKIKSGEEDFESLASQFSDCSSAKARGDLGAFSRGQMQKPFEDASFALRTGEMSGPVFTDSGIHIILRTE
JMJD2A Tudor inh – qHTS Assay for Inhibitors of JMJD2A-Tudor Domain. AlphaScreen JMJD2A-Tudor / H3K4me3 peptide binding. 390,000 compounds, 4.4% hits. Potency, µM (titrated, usually from 114 µM), without a hit: at the top dose activity change, negative = inhibition, most hits filed as inhibitors. Lysine-specific demethylase 4A (Homo sapiens), O75164. AID 504339, 2011; note: potency is the fitted concentration of half-maximal effect; % is set by controls: 0 for no effect and ±100 for the full control effect; nearly all actives have a fitted effect of over 50% in size
G9a block – qHTS Assay for Inhibitors of Histone Lysine Methyltransferase G9a | 350,000 compounds, 8.8% hits | G9a H3K9 monomethylation, AlphaScreen, 2 h | Potency, µM (series often up to 102 µM), for inactives: top-dose activity, negative = inhibition, hits mostly inhibitors; note: potency is the fitted concentration of half-maximal effect; % is set by controls: 0 for no effect and ±100 for the full control effect; nearly all actives have a fitted effect of over 75% in size
Target sequence (Q96KQ7 913-1193 limits assumed): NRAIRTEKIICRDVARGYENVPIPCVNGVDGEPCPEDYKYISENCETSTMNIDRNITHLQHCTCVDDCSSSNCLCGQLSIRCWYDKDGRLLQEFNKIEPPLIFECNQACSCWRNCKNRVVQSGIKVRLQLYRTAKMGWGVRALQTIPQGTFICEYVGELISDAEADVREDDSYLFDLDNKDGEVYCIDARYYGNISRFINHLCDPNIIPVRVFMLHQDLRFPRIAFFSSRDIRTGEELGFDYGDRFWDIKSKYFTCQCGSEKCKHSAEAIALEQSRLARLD
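Methyltransferase reactions run at room temperature for 2 h (20 nM enzyme, 500 nM biotin-H3K9 peptide, 20 uM SAM) after a 15 min compound preincubation; product detected by AlphaScreen beads and anti-H3K9me1 antibody.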
HP1b binding inh – HTS for Inhibitors of HP1-beta Chromodomain Interactions with Methylated Histone Tails; Chromobox protein homolog 1 (Homo sapiens), P83916; AlphaScreen HP1-beta / biotin-H3K9me3 peptide binding; Potency, µM (titrated, usually from 114 µM), for inactives: top-dose activity change, negative = inhibition, most hits filed as inhibitors; 390,000 compounds, 0.56% hits; note: potency is the fitted concentration of half-maximal effect; nearly all actives have a fitted effect of over 70% in size; inactives centre near 23
Target sequence (P83916 whole entry, looked up): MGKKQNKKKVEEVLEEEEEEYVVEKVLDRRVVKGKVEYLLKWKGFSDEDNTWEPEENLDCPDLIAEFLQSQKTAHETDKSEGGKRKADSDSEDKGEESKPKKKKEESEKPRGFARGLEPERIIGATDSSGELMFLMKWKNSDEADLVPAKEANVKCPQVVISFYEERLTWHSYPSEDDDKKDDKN
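HP1-beta protein (50 nM final) preincubated 30 min at room temperature with biotinylated H3(1-18)K9me3 peptide (50 nM) in PBS pH 7.4, 0.01% Tween-20, then compound added for 30 min. AlphaScreen streptavidin donor/nickel chelate acceptor beads (10 ug/mL final), 30 min dark, luminescence read.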
PI4K2A block – qHTS for small molecular inhibitors of PI4K2A | 420,000 compounds, 0.13% hits | Phosphatidylinositol 4-kinase type 2-alpha (Homo sapiens), Q9BTU6 | purified PI4K2A, ADP-Glo luminescence, 1 h; hits give low values | activity change, negative = inhibition, % at 76.9 µM; in the data active = activity change below about -50%; inconclusive = mostly about -30% to -49%;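 note: -100% = wells without enzyme as full effect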
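In this quantitative HTS, ADP production by PI4K2A was quantified luminescently after 1 h at ambient temperature; 100 microM adenosine served as plate-quality control.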
GLS inh – qHTS for Inhibitors of Glutaminase (GLS); AID 624170, 2012; Glutaminase kidney isoform, mitochondrial (Homo sapiens), O94925; GLS enzymatic activity, qHTS titration; Potency, µM (highest dose often 45.5 µM), inactives show top-dose activity change, negative = inhibition, hits mostly inhibitors; 410,000 compounds, 0.21% hits; note: potency is the fitted concentration of half-maximal effect; % is set by controls: 0 for no effect and ±100 for the full control effect
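Two-point fluorescence kinetic (t0, 30 min RT) for hKGA; glutamate detected via glutamate oxidase–HRP–Amplex Red. Substrate: 1 mM L-glutamine solution; buffer 45 mM KH2PO4, pH 8.2.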
Tb PGK inh – qHTS Assay to Find Inhibitors of Phosphoglycerate Kinase. AID 602233, 2012. Potency, µM (titrated, usually from 57.5 µM), for the others: top-dose activity change, negative = inhibition, actives largely listed as inhibitors. PGK/GAPDH coupled, Kinase-Glo luminescence, 60 min. 380,000 compounds, 0.043% hits. Phosphoglycerate kinase, glycosomal (Trypanosoma brucei brucei), P07378; note: potency is the fitted concentration of half-maximal effect; % is set by controls: 0 for no effect and ±100 for the full control effect; nearly all actives have a fitted effect of over 60% in size
Target sequence (P07378 whole entry, looked up): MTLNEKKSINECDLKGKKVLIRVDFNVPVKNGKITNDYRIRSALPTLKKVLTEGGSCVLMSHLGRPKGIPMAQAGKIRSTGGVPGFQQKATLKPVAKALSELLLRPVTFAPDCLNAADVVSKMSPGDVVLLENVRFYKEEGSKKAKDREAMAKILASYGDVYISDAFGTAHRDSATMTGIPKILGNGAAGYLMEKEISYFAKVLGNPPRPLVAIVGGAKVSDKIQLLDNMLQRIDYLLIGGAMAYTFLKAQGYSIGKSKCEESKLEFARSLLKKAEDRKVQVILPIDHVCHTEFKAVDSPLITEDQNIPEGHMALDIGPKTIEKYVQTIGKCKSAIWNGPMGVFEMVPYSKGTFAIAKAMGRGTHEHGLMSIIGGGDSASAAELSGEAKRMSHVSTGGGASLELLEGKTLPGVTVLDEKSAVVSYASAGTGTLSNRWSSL
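Recombinant glycosomal PGK reaction used 1,3-bisphosphoglycerate generated in-well by GAPDH (100nM final) in 100mM TEA pH 7.6, 5mM MgCl2, 0.01% Tween-20. After 60 minutes at room temperature, ATP was read by Kinase-Glo Plus luminescence end-point.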
BAZ2B block – qHTS Assay for Inhibitors of BAZ2B. Bromodomain adjacent to zinc finger domain protein 2B (Homo sapiens), Q9UIF8. AlphaScreen BAZ2B-H3K14Ac peptide displacement. Potency, µM (titrated, usually from 114 µM), inactives show at the highest dose activity change, negative = inhibition, actives largely listed as inhibitors. 360,000 compounds, 4.4% hits. AID 504333, 2011; note: potency is the fitted concentration of half-maximal effect; % is set by controls: 0 for no effect and ±100 for the full control effect; nearly all actives have a fitted effect of over 60% in size
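In this displacement format the biotinylated H3(5-23) peptide acetylated at Lys14 serves as ligand at 50 nM, with BAZ2B at 50 nM in PBS pH 7.4 containing 0.01% Tween-20. Donor and acceptor beads are 10 ug/mL final.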
POLH inh – qHTS for Inhibitors of Polymerase Eta; AID 588591, 2011; Potency, µM (highest dose often 114 µM), without a hit: top-dose activity change, negative = inhibition, actives largely listed as inhibitors; recombinant Pol eta, fluorescent DNA replication assay; 390,000 compounds, 1.2% hits; note: potency is the fitted concentration of half-maximal effect; % is set by controls: 0 for no effect and ±100 for the full control effect
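Pol eta at 10 nM preincubated with compounds 15 min at room temperature; reaction started with fluorescent substrate (50 nM final) and read kinetically at 0 and 10 min.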
* = called active by the depositor; i = inactive; ? = inconclusive; · = no result given; & = joins results of further samples; [ ] = remark or other dose. Unless noted, calls come from the whole dose curve; as a rule, active = well fitted curve in the direction sought with a large enough effect; inconclusive = small, poorly fitted or top-dose-only effect, or another doubt; inactive = no such curve, though single readings can be large; an effect the other way counts as inactive or inconclusive.

Pin1 inh	JMJD2A Tudor inh	G9a block	HP1b binding inh	PI4K2A block	GLS inh	Tb PGK inh	BAZ2B block	POLH inh	canonical_smiles
-3.4%	5.0%	10.9%	58.4%[activator]	6.3	-7.7%	-5.5%	-1.8%	-12.0%	COc1ccc(/C(O)=C2/C(=O)C(=O)N(CCCN3CCOCC3)C2c2ccc(C(C)C)cc2)cc1 (stereo not given)
?	?	·	9.3%	3.6	13.2%	0.3%	?	-0.5%	COC(=O)Nc1ccc(S(=O)(=O)N2CCCc3cccc(O)c32)cc1
?	0.891µM*	·	?	0.3	2.7%	-3.7%	·	-18.2%	CCN(CC)CCC=C(c1cccs1)c1cccs1
1.1%	-3.7%	29.8%[59 µM]	36.1%[activator]	-3.6	3.9%	-10.2%	-8.9%	-19.2%	Cc1cc(NC(=O)CCCn2nc([N+](=O)[O-])c(Br)c2C)no1
1.1%	-7.2%	-41.2%	27.6%	0.5	-2.8%	4.4%	20.7%	?	COCCN(C(=O)C(F)(F)F)C(C(=O)NC1CCCCC1)c1ccco1 (stereo not given)
4.0%	12.9%	2.5%	45.3%	8.5	0.0%	-1.1%	10.3%	-16.3%	c1ccc(-c2csc(N3CCCCCC3)n2)cc1
0.6%	-10.9%	-2.4%[12.7 µM]	21.8%	-0.4	0.0%	2.2%	-1.6%	-4.0%	COCCNC(=O)c1cn(C(C)c2ccccc2F)nn1 (stereo not given)
0.2%	-4.2%	1.7%[59 µM]	45.3%[activator]	1.6	-5.2%	i	0.6%	-25.2%	CCCC(=O)n1nc(-c2ccco2)nc1NCc1ccccc1Cl
-4.7%	56.2µM*	?	16.7%	-4.2	?	i	50.1µM*	31.6µM*	CC(=O)COC(=O)C1CCN(S(=O)(=O)c2cc([N+](=O)[O-])ccc2Cl)CC1
4.0%	-34.4%	-50.9%[59 µM]	-10.4%	1.7	-14.2%	-4.3%	?	-25.6%	N#Cc1c(N)nc2c(c1N)CC(=O)N2c1ccc(Cl)cc1
-2.4%	-20.0%	?	25.4%	1.2	0.6%	i	?	-5.2%	COc1ccc(-c2[nH]ncc2CN2CCN(Cc3cccs3)CC2)c(F)c1
-11.8%	?	13.4%[59 µM]	-2.0%	-2.3	13.5%	-6.0%	-23.5%	-13.8%	COc1ccc(/C=N/NC(=O)CCn2c3ccccc3c3ccccc32)cc1O
6.2%	-31.5%	?	6.4%	2.0	4.4%	i	?	-11.9%	CN(C)c1ccc(C(=S)N2CCN(C(=S)Nc3ccccc3)CC2)cc1
-2.9%	-4.2%	?	40.2%	-0.8	0.6%	-0.7%	-2.3%	-2.7%	COc1cccc(CNC(=O)COC(=O)CCc2cc(OC)c(OC)c(OC)c2)c1
-1.6%	-4.1%	-3.1%	21.3%[57 µM]	2.6	4.3%	i	0.2%	-9.1%	CCOCCCNC(=O)C1CCCN(S(=O)(=O)c2cccc3nsnc23)C1 (stereo not given)
·	2.1%	·	37.3%[activator]	3.1	-9.1%	1.7%	6.5%	-7.5%	Cc1csc(CN(C)C(=O)CC2C(=O)NCCN2CC(C)(C)C)n1 (stereo not given)
-0.7%	-10.1%	9.8%[59 µM]	56.4%[activator]	0.1	-1.5%	0.0%	3.2%	-8.6%	CCOC(=O)c1ccc(N=C2SC(C(=O)Nc3ccccc3)CC(=O)N2C)cc1 (stereo not given)
-3.0%	-10.9%	-0.9%[0.501 µM]	38.3%[activator]	-4.2	-5.2%	-5.4%	-5.3%	-19.5%	Cc1ccc(NC(=O)C2CC(=O)N(C(C)C)C2)cc1C (stereo not given)
6.0%	-16.5%	13.5%[12.7 µM]	1.8%	-2.8	10.8%	i	-11.4%	-19.8%	CC1=NN(S(=O)(=O)c2ccc(Cl)cc2Cl)C(=O)c2ccccc2O1
1.5%	?	?	10.8%	-3.3	-5.0%	-2.6%	70.8µM*	6.9%	Cc1cc(C(=O)CSc2nnnn2C)c(C)n1Cc1ccco1
6.5%	-13.9%	3.7%	45.3%[activator]	-2.3	-12.0%	-7.6%	-26.4%	-12.7%	Cc1csc(CNC(=O)c2cc(COc3c(C)cccc3C)on2)n1
5.4%	-4.9%	14.6%	21.3%	0.9	3.9%	4.0%	1.8%	-23.1%	COC(=O)c1ccc(C(=O)Nc2nc3cc(N)c(C)cc3s2)cc1
3.3%	-17.6%	28.0%	19.5%	-2.8	1.5%	-8.4%	5.4%	-16.8%	COc1ccc(S(=O)(=O)N2CCOC2CNC(=O)C(=O)NCCc2ccccc2OC)cc1 (stereo not given)
-4.5%	-3.8%	15.8µM*	22.9%	-14.7	3.5%	-7.7%	0.5%	-2.1%	CC(C)CCN1CN(S(=O)(=O)c2cccs2)c2nc3ccccc3nc21
4.8%	3.0%	23.9%[59 µM]	29.5%	6.3	-1.1%	3.5%	9.6%	-23.6%	O=C(c1cccc(C(F)(F)F)c1)N1CCC(O)(CS(=O)(=O)Cc2ccccc2Cl)CC1
0.1%	-1.0%	7.08µM*	30.9%	-4.4	-4.8%	·	-13.2%	·	CCc1ccccc1NC(=O)Cn1nnc(-c2nc(-c3ccncc3)no2)c1N
5.1%	?	44.7µM*	-27.5%	-1.7	-0.9%	-9.1%	?	?	Cc1ccc(OCC(=O)Nc2cc(S(=O)(=O)N3CCCCC3)ccc2N2CCN(C)CC2)c(C)c1
?	-27.3%	-4.5%[59 µM]	-4.6%	-4.1	-14.3%	i	-5.9%	-10.7%	CC(=O)N1CCc2c(sc3c2c(=O)n(CCc2ccccc2)c(=O)n3CC(=O)Nc2ccccc2F)C1
0.5%	-15.1%	-1.0%	48.7%[activator]	-4.2	-5.4%	-2.6%	-18.8%	-4.5%	COCC(=O)N(Cc1cc2cc(C)ccc2[nH]c1=O)c1ccccc1
-5.9%	-3.3%	22.3%[0.501 µM]	23.5%	0.7	-4.1%	4.0%	3.1%	-10.0%	CC1=CC(C)(C)N(C(=O)CSc2nnc(C)s2)c2ccc(C)cc21
-7.4%	-9.8%	2.3%[59 µM]	17.4%	-4.8	-10.3%	-1.5%	40.0%[activator]	-15.8%	C=C(C)c1cccc(C(C)(C)NC(=O)N2CCCC2)c1
-11.7%	2.6%	-0.6%[59 µM]	10.3%	-4.5	3.1%	-0.7%	-3.5%	4.2%	CC1CCCCC1NC(=O)C1CCN(S(=O)(=O)c2ccc(-n3cnnn3)cc2)CC1 (stereo not given)
7.1%	15.8%	-2.2%[59 µM]	44.4%	1.3	6.7%	5.1%	11.5%	-4.5%	CCOC(=O)c1c(NC(=O)C2COc3ccccc3O2)sc(C)c1C (stereo not given)
3.7%	-10.3%	·	13.6%[57 µM]	-0.3	-17.1%	-4.5%	·	-1.7%	CC(=O)Nc1ccc2ccccc2c1[N+](=O)[O-]
-8.5%	-7.5%	8.5%	41.6%[activator]	-3.1	-9.3%	-8.8%	-2.3%	-12.4%	Cc1cc(Br)cc(Br)c1OCC(=O)NNC(=O)CCC(=O)NCc1ccccc1
35.4%[activator]	-19.4%	-1.0%	15.1%	0.0	-6.9%	i	1.6%[57.1 µM]	5.6%	Cc1ccc(NC(=O)CN2C(=O)S/C(=C\c3cc(C)n(C)c3C)C2=O)cc1
4.1%	1.5%	31.8%[59 µM]	13.8%	3.6	0.1%	-7.5%	2.9%	-9.6%	O=C(O)c1nn2c(C(F)(F)F)cc(-c3cccs3)nc2c1Cl
-8.3%	102.8%[activator]	123.7%[activator]	148.9%[activator]	-1.2	-8.4%	-9.3%	45.1%[activator]	-11.9%	Nc1cccc2c1C(=O)N(CCOc1ccc(F)cc1)C2=O
-1.4%	-7.8%	-8.8%[59 µM]	·	2.8	6.2%	-2.9%	-4.2%	-2.7%	CCC(C)C(NC(=O)OC(C)(C)C)C(=O)NCc1ccco1 (stereo not given)
5.7%	31.6µM*	-41.6%	27.3%	6.8	1.9%	1.1%	-5.2%	-1.7%	O=C(O)c1ccc(/C=N/NC(=S)NCCN2CCOCC2)cc1
-4.0%	-14.3%[11.4 µM]	?	19.6%	-2.6	-5.7%	i	-38.4%	-14.1%	Cc1ccc(S(=O)(=O)Nc2ccc(N3CCOCC3)nc2)cc1
-8.7%&-0.5%	-26.6%&-25.6%	?	4.2%&6.5%	1.2&3.8	9.6%&-0.6%	-6.3%	-35.8%&-32.2%	-12.9%	COc1ccc(-n2c(=O)c3c(C)c(C)sc3n(Cc3ccc(F)cc3)c2=O)c(OC)c1

Complete entries from above. Screens in order: Pin1 inh	JMJD2A Tudor inh	G9a block	HP1b binding inh	PI4K2A block	GLS inh	Tb PGK inh	BAZ2B block	POLH inh
O=C(O)c1nn2c(C(F)(F)F)cc(-c3cccs3)nc2c1Cl across the screens: 4.1%	1.5%	31.8%[59 µM]	13.8%	3.6	0.1%	-7.5%	2.9%	-9.6%
Nc1cccc2c1C(=O)N(CCOc1ccc(F)cc1)C2=O across the screens: -8.3%	102.8%[activator]	123.7%[activator]	148.9%[activator]	-1.2	-8.4%	-9.3%	45.1%[activator]	-11.9%
Cc1ccc(NC(=O)CN2C(=O)S/C(=C\c3cc(C)n(C)c3C)C2=O)cc1 across the screens: 35.4%[activator]	-19.4%	-1.0%	15.1%	0.0	-6.9%	i	1.6%[57.1 µM]	5.6%

The list is partial, so the mix of outcomes need not match the whole.
